Screening results (PubChem BioAssay)
MBD2 inh: MBD2-methylated oligo binding inhibition | TR-FRET, MBD2 binding to methylated oligonucleotide | Q9UBB5 | hit rate 0.31% among 370,000 | inhibition, % at 4.4 µM | AID 686964; in the data active means inhibition above about 13%
Target sequence (Q9UBB5 whole entry, looked up): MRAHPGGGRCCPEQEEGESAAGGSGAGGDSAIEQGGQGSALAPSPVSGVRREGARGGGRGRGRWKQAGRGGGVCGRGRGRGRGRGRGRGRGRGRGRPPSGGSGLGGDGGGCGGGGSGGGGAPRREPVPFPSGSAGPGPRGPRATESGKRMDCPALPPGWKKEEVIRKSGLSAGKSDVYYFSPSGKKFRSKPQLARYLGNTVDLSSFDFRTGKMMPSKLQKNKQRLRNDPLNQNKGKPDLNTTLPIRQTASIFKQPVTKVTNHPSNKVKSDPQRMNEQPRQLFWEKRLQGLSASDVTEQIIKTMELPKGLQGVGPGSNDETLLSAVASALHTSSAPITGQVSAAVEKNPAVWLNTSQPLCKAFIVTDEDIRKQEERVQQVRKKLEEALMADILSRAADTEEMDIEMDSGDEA
Tn6 DDE FP: DD(E)-Tn6 binding inhibition, primary FP screen; P02675; Fibrin DD(E) TRITC-Tn6 fluorescence polarization displacement; AID 720509; hit rate 0.21% among 370,000; inhibition, % at 8.3 µM;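 active means inhibition above a per-campaign cutoff: mean of compounds within control limits plus 3 SD, cut at about 15% in these data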;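 further: 0% = median of all compound wells on the plate and 100% = blocking peptide control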
SIAE primary: human SIAE inhibition, primary screen. Q9HAT2. inhibition, % at 9.66 µM. AID 1053197. hit rate 0.69% among 370,000. SIAE FP-Rh probe binding, fluorescence polarization;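 active means inhibition above a cutoff: mean of compounds within the control limits plus 3 SD of those, cut at about 17% in these data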;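 further: 0% = plate median of compound wells and 100% = probe without SIAE protein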
TCR-CD3 inh: human TCR-CD3 binding inhibition; TAMRA-labeled TCR probe fluorescence, biochemical; inhibition, % at 9.4 µM; hit rate 0.37% among 360,000; AID 651800; in the data active means inhibition above about 19%;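 further: recombinant mutant TCR 2C K166C tagged with TAMRA read by polarization; 0% = receptor in buffer alone and 100% = receptor with positive control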
DDE Tn7 FP inh: disrupts Tn7 cyclic peptide binding to fibrin D-Dimer-E complex; inhibition, % at 8.3 µM; AID 720508; hit rate 0.13% among 370,000; FP displacement of FITC-Tn7 peptide from fibrin DD(E); 0% = median of compound wells per plate; P02675;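 active means inhibition above the mean of compounds falling within the control limits plus 3 SD of them, cut at about 14% in these data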;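 further: 0% = plate median of compound wells and 100% = 10 µM Aha-Tn7 peptide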
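Assay system: human fibrin DD(E) protein / Input: 2 µM fibrin DD(E) / Benchmarks: high control of 10 µM Aha-Tn7 peptide / Measured by: fluorescence polarization of the labelled Tn7 tracer / Medium: Tris buffer with calcium and detergent, pH 7.8 / Timing: 10 min compound pre-incubation, 3 h probe incubation at room temperature / Repeats: one replicate per compound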
TDP2 absorb: TDP2 (human) inhibition, absorbance primary screen | O95551 | recombinant TDP2, T5PNP hydrolysis, p-nitrophenol absorbance 415 nm | inhibition, % at 12.8 µM | hit rate 0.34% among 370,000;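 active means inhibition above the mean of all tested compounds plus 3 SD, set per campaign, cut at about 25% in these data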;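 further: 0% = DMSO with enzyme and 100% = buffer with substrate but no TDP2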
Target sequence (O95551 whole entry, looked up): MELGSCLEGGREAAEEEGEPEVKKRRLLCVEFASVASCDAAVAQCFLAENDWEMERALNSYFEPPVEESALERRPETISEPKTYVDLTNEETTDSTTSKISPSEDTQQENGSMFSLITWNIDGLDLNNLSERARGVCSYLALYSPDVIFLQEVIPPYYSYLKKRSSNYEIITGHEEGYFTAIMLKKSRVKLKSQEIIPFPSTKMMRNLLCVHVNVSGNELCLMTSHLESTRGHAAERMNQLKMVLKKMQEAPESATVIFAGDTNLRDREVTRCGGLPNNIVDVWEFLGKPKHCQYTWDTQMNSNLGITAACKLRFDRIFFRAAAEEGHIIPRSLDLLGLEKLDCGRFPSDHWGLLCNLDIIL
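System – recombinant human TDP2 · Amount – 120 nM TDP2 per well · Buffer or medium – Mg2+-containing Tris-HCl buffer, pH 7.5 · Reagent – T5PNP substrate, 5 mM · Dosing – 12.8 µM single point, 1% DMSO · Incubation – 2 h at 37 °C · Measured by – epi absorbance · Read-out basis – percent inhibition · Benchmarks – high control without enzyme, low control DMSO plus TDP2 · Repeats – singlicate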
LEDGF integ inh: blocks HIV-1 LEDGF/p75-dependent DNA integration; TR-FRET IN-LEDGF/p75 DNA integration, Eu/Cy5; inhibition, % at 3.7 µM; hit rate 0.64% among 370,000;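 active means inhibition above the screen-wide mean plus 3 SD, cut at about 13% in these data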;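 further: signal is the Cy5 over europium emission ratio at 671 and 618 nm; 0% = plate median of compound wells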
UHRF1 binding: blocks human UHRF1 binding to methylated DNA | Q96T88 | UHRF1 binding to methylated oligo, TR-FRET | inhibition, % at 4.4 µM | hit rate 0.75% among 370,000 | AID 687016; in the data active means inhibition above about 21%;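 further: UHRF1 SRA domain binding a hemimethylated CpG hairpin DNA probe; 0% = median of test compound wells and 100% = reference inhibitor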
KLK7 zymogen act: activators of human kallikrein-7 zymogen | activation, % at 7 µM | P49862 | hit rate 0.9% among 370,000 | AID 652039 | purified proKLK7, EDANS-DABCYL substrate fluorescence; 100% is mature enzyme control, 0% vehicle;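 active means activation above the mean of all tested compounds plus 3 SD, computed per campaign excluding outliers beyond control limits, cut at about 13% in these data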
Target sequence (P49862 whole entry, looked up): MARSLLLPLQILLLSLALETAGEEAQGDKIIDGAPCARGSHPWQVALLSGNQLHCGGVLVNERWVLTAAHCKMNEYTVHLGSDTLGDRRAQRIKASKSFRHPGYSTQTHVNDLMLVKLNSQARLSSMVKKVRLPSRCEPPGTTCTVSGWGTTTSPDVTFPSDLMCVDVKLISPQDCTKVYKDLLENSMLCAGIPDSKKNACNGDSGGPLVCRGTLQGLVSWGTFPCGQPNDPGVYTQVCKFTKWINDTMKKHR
PRMT1 FP inh: blocks human protein arginine methyltransferase 1; recombinant PRMT1, activity-based probe fluorescence polarization; inhibition, % at 2.79 µM; hit rate 1.3% among 370,000; AID 652257;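 active means inhibition above about 21% made by adding two undisclosed values, limit read from the data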
Starred values were filed as active, the others as inactive; · = no result given. No enrichment for hits; 4.6% or so of the library scored in one or more.

SMILES	MBD2 inh	Tn6 DDE FP	SIAE primary	TCR-CD3 inh	DDE Tn7 FP inh	TDP2 absorb	LEDGF integ inh	UHRF1 binding	KLK7 zymogen act	PRMT1 FP inh
O=C(O)CN1C(=O)SC(Nc2ccccc2)C1=O (stereo not drawn)	2	0	-2	-1	-1	0	0	3	-0.4	0
O=C(CCc1ccccc1)OCCOC(=O)CCc1ccccc1	-2	0	-4	-2	-4	-11	4	2	0.2	-3
CCn1nc(C)c([N+](=O)[O-])c1C(=O)NNC(=O)c1ccc(Cl)cc1	0	-2	-1	7	-2	4	1	0	-0.3	-2
CC(=O)N1CCc2cc(S(=O)(=O)NCCC(=O)NCc3ccc(Cl)cc3)ccc21	1	7	-6	·	-2	-14	5	-1	0.5	-3
CCN1CCN(c2ccc(S(=O)(=O)N3CCCCC3)cc2NC(=O)Cc2ccccc2)CC1	-3	-6	4	-7	1	-2	-2	-2	-0.3	6
COc1c(C(=O)Nc2nnc(C3CC3)s2)csc1Cl	-1	-3	-10	8	6	4	-1	-3	0.2	2
CCCN(C(=O)c1cccs1)c1c(N)n(Cc2ccccc2)c(=O)[nH]c1=O	-5	-8	-3	4	-6	8	-1	1	0.6	2
COc1cccc(C(=O)Oc2c(Br)cc(Br)cc2/C=N/NC(=O)c2cc(C)[nH]n2)c1	2	-7	-5	1	-4	-10	-4	31*	0.0	2
CCN(CC)S(=O)(=O)c1ccc(NC(=O)C(C)N(c2ccccc2)S(C)(=O)=O)cc1 (stereo not drawn)	0	-6	1	4	-2	-10	-2	0	-0.2	1
CCOC(=O)c1ccc(S(=O)(=O)N2CCN(C(=O)c3nn(C)c(=O)c4ccccc34)CC2)cc1	-2	-10	-3	0	-7	0	3	-2	-0.3	0

3 of the entries above in order of the MBD2 inh value, largest number first:
molecule	MBD2 inh	Tn6 DDE FP	SIAE primary	TCR-CD3 inh	DDE Tn7 FP inh	TDP2 absorb	LEDGF integ inh	UHRF1 binding	KLK7 zymogen act	PRMT1 FP inh
CCn1nc(C)c([N+](=O)[O-])c1C(=O)NNC(=O)c1ccc(Cl)cc1	0	-2	-1	7	-2	4	1	0	-0.3	-2
COc1c(C(=O)Nc2nnc(C3CC3)s2)csc1Cl	-1	-3	-10	8	6	4	-1	-3	0.2	2
CCOC(=O)c1ccc(S(=O)(=O)N2CCN(C(=O)c3nn(C)c(=O)c4ccccc34)CC2)cc1	-2	-10	-3	0	-7	0	3	-2	-0.3	0

The list continues.
SMILES	MBD2 inh	Tn6 DDE FP	SIAE primary	TCR-CD3 inh	DDE Tn7 FP inh	TDP2 absorb	LEDGF integ inh	UHRF1 binding	KLK7 zymogen act	PRMT1 FP inh
Cc1ccc(NS(=O)(=O)c2ccc(/C=C/C(=O)O)cc2)cc1Cl	0	0	1	-2	-5	7	1	1	0.2	1
O=C(CN(Cc1ccc(F)cc1)C(=O)c1csnn1)NCc1ccc2c(c1)OCO2	0	-4	2	10	4	9	2	-1	-0.1	0
O=C(c1ccco1)N(CCC(c1ccccc1)c1ccco1)Cc1ccccc1 (stereo not drawn)	9	1	-7	0	-3	0	2	18	-0.3	11
COC(=O)C1=C(C)N(Cc2ccccc2C(F)(F)F)C(=NCC2CC2)NC1c1ccc(C(F)(F)F)cc1 (stereo not drawn)	1	0	0	3	3	-6	-4	-2	-0.3	-1
Cc1onc(-c2ccccc2Cl)c1C(=O)NCCN1Cc2ccccc2C1=O	8	-1	-8	-8	3	-8	2	2	-0.2	6
COC(=O)[C@@]12C[C@@H](CC(=O)NCCCCc3ccccc3)C(=O)N(Cc3cccc4ccccc34)C1=CCC(C)(C)C2	0	1	7	1	1	1	2	-1	-0.3	1
COc1ccc(C(=O)CSc2nc(=O)n(Cc3cccnc3)c3c2CCC3)cc1	-3	1	0	-3	-1	-5	3	-4	0.9	3
CCOc1ccc(OCCSc2nc3ccccc3[nH]2)cc1	1	5	-4	-2	-3	4	0	-2	0.1	1
O=C(CCn1cccc1)Nc1nccs1	-1	2	4	2	1	-5	0	-1	0.3	1
CCOC(=O)C1CCCN(C(=O)c2ccc3c(c2)OCO3)C1 (stereo not drawn)	0	-9	4	-3	-1	-3	-4	1	-0.1	0
Cc1ccc2cc3c(=O)n(C)cc(C=O)c3nc2c1	1	2	-3	-1	2	9	2	-3	5.7	-2
Oc1c(Br)cc(/C=N/NC(=S)NCC2CCCO2)cc1Br (stereo not drawn)	4	-3	6	-5	-4	10	2	16	0.2	-2
CCc1ccc2[nH]c(=O)c(C(c3nnnn3CC3CCCO3)N3CCCc4ccccc43)cc2c1 (stereo not drawn)	-1	-6	-5	2	-1	-4	5	-3	-0.2	2
Cc1[nH]nc(NNC(=O)c2ccccc2)c1[N+](=O)[O-]	2	5	-5	-9	1	2	-7	0	0.6	0
Cc1ccc(Cl)cc1NC(=O)COC(=O)CC1CC2CCC1C2 (stereo not drawn)	-3	-6	-4	11	-2	2	0	-2	-0.2	1
CCC(C)(C)NC(=O)C(c1ccccc1Cl)N(C(=O)CCC(=O)Nc1cc(C)on1)c1ccc(NC(C)=O)cc1 (stereo not drawn)	3	5	-8	1	1	15	-7	-2	0.8	2
CC(C)Sc1nnc(Nc2ccccc2)s1	3	1	0	-5	9	5	-1	4	-0.3	1
CCOc1ccc(C(=O)Cc2ccccc2)cc1	2	-3	2	-2	2	1	1	1	-0.2	-4
CS(=O)(=O)c1cccc(C(=O)OCCCC(=O)c2ccccc2)c1	-3	0	1	-9	5	1	-3	-2	0.1	1
C=CCN1C[C@@H](COCc2ccccc2)Oc2cccc(F)c2S1(=O)=O	0	8	-1	·	7	1	0	-3	0.5	0
CCCCc1nnc(NC(=O)CSc2nc(=O)cc(N)n2-c2cccc(C)c2)s1	-6	-5	-3	-3	-5	10	-3	0	0.1	1
Cc1ccc(S(=O)(=O)N2CCN(c3ccc([N+](=O)[O-])cn3)CC2)cc1	-4	4	3	-3	5	0	-2	0	0.0	-4
CCC(C(=O)OCC(=O)NC(=O)NC(C)(C)C)c1ccccc1 (stereo not drawn)	-5	-1	-1	9	-2	0	1	-2	-0.3	-1
C/C(=N/NC(=O)CNC(=O)c1ccco1)c1ccco1	3	4	4	-2	3	-1	0	2	0.6	5
O=S(=O)(c1cccc(-c2n[nH]c(=S)n2-c2ccc(OC(F)(F)F)cc2)c1)N1CCOCC1	-3	8	0	1	-1	-14	4	-1	-0.1	27*
CC1=Nc2ccc(C)c3nc(C)cc(c23)N1c1ccc(C)cc1	-3	-1	-1	-7	7	-11	3	-1	70*	3
COC(=O)CCc1c(C)c(C(=O)c2ccco2)c2ccccn12	0	3	1	1	5	4	-3	-3	1.0	-2
c1coc(CNc2nc3ccccc3n2CCN2CCOCC2)c1	0	-5	-2	1	1	-13	-3	-1	-0.4	-1
Cc1cc(Oc2ccc(=O)n(C)n2)nc(SCC(N)=O)n1	-5	-1	1	14	-2	-4	3	0	0.3	-5
Clc1ccc(-c2cn3c(n2)CCC3)cc1	4	2	-5	-6	6	10	-5	1	0.1	9
CN(C(=O)c1ccc(NC(=O)Cc2ccc(NC(=O)C3CCCN(C(=O)c4ccccc4)C3)cc2)cc1)C1CCCC1 (stereo not drawn)	0	-5	6	4	4	2	-4	-1	0.9	0
COc1ccccc1C1NC(=O)NC(C)=C1C(=O)OC1CCCCC1 (stereo not drawn)	2	-6	0	1	-6	5	0	1	-0.4	1
O=C(Nc1ccc(C(=O)N2CCCCC2)cc1)[C@H]1O[C@@H](n2ccc(=O)[nH]c2=O)[C@H](O)[C@@H]1O	-3	-5	4	2	6	-3	-3	2	0.2	4
N#Cc1c(Nc2ccccc2)c(/C=N/NCCO)c[nH]c1=O	2	-3	7	4	-5	2	2	-5	0.9	-4
COc1ccc(C(=O)Nc2ccccc2N2CCOCC2)cc1Br	-4	-1	3	1	3	4	3	-2	1.0	1
CC(=O)Nc1ccc(NC(=O)C2CCCN2C(=O)Nc2cccc(F)c2)cc1 (stereo not drawn)	4	-3	-4	-1	4	7	1	-2	-0.3	2
COc1ccc(C(C(=O)NC2CCCC2)N(Cc2ccccc2)C(=O)c2nsc(Cl)c2Cl)cc1 (stereo not drawn)	4	-3	-3	-2	4	-22	-2	4	-0.5	1
Cc1ccccc1NS(=O)(=O)c1csc(C(N)=O)c1	-6	-4	3	-5	0	4	0	1	0.0	4
CCCNC(=O)N1CCN(S(=O)(=O)c2ccc(C)c(C)c2)CC1	-2	0	6	7	3	7	-3	-2	0.5	3
CC(C)CNC(=O)/C=C/C=C/c1ccc2c(c1)OCO2	-5	9	1	5	6	-5	-1	-2	11	-3
O=C(CCNS(=O)(=O)c1ccccc1)N1CCCC1	-3	8	-1	0	-7	17	1	-3	0.3	-3
Cc1cccc(NC(=S)N(CCCN2CCOCC2)C(C)c2cc3ccccc3o2)c1C (stereo not drawn)	4	-3	1	6	4	6	-4	1	0.1	-1
COC(=O)c1cc2c(c3c4ccccc4n(S(=O)(=O)c4ccccc4)c13)C(=O)N(Cc1ccc(C(F)(F)F)cc1)C2	0	4	-11	2	3	-6	-2	-1	-2.0	0
O=C(Nc1cccc(Cl)c1)c1ccc(Cn2cc(Cl)cn2)cc1	-2	3	-2	0	1	4	0	0	-0.1	1
CCCn1c(SCC(=O)Nc2nc(C)cs2)nnc1-c1cccnc1	-1	8	2	-5	8	-7	0	4	-0.6	0
COc1ccc(Cc2noc(CN(C)CC(O)c3ccccc3)n2)cc1OC (stereo not drawn)	2	-2	4	-8	0	0	-1	2	-0.1	3
CCCCN(CCCC)C(=O)C1CC=CCC1C(=O)O (stereo not drawn)	-5	-5	4	-2	-4	7	-1	-2	-0.5	1
O=C1CC(N2CCN(S(=O)(=O)c3ccc(Cl)cc3)CC2)C(=O)N1CCc1ccccc1 (stereo not drawn)	4	-7	6	-7	4	-5	3	3	0.8	3
c1cn2c(-c3ccoc3)cncc2n1	0	1	0	8	5	-1	3	0	-1.5	7
O=C(NCCN1CCOCC1)Nc1ccccc1	5	0	-2	4	1	-8	-1	1	-0.9	1

Following part
SMILES	MBD2 inh	Tn6 DDE FP	SIAE primary	TCR-CD3 inh	DDE Tn7 FP inh	TDP2 absorb	LEDGF integ inh	UHRF1 binding	KLK7 zymogen act	PRMT1 FP inh
Cc1cc(C)n(CCC(=O)N/N=C/c2ccc(Br)c([N+](=O)[O-])c2)n1	0	3	-1	4	-1	8	-3	-4	0.5	1
Clc1ccc(CN2CCCCCC2)cc1	-4	4	0	0	2	15	-1	-1	0.0	-1
CC(NC(=O)CN(C1CCCCC1)S(C)(=O)=O)c1ccccc1 (stereo not drawn)	1	1	2	10	1	5	-3	-1	-0.5	0
COc1ccc(C(=O)NCCC(C)C)cc1S(=O)(=O)N1CCOCC1	5	-1	-5	7	3	4	-3	12	0.5	-1
O=C(Cn1cnc2c(cnn2-c2ccccc2)c1=O)N1CCN(c2ccc(F)cc2)CC1	5	-3	-4	-5	-2	-2	3	2	0.3	1
